Assay outcomes: PubChem, several laboratories
Insulin prom inh = TRM-6 insulin promoter activity inhibition. AID 1273. TRM-6 cells (human fetal islet line), insulin promoter-eGFP reporter, imaging; reporter expression induced with tamoxifen. inhibition, % at 2 µM. 130,000 tested, 0.9% active;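 active = inhibition above the mean plus 3 SD, with well images judged a real hit on visual review, cut at about 60% in these data, passing the limit was not always enough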
SDO1 yeast rescue = restores growth of sdo1-depleted yeast; S. cerevisiae sdo1-depleted JHY4D growth rescue, OD600 30 h; stronger effect = higher value; pdr5 snq2 efflux-pump mutant strain; z-score at 10 µM; 140,000 tested, 0.21% active;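 active = z-score above 3 at both the 24 hr and the 30 hr optical density reads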;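 also: z-score against mean and SD of all compound wells on the same plate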
SDO1 yeast rescue Rescue 24 h = recorded beside SDO1 yeast rescue, whose call it bears; z-score; S. cerevisiae sdo1-depleted JHY4D growth rescue, OD600; measured here: growth rescue at 24 h;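 0 is the plate mean of compound wells and units are plate SD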
* marks the source's active call; other numbers are inactive results; . = not tested or not shown. Not all compounds are listed, so the mix of outcomes need not match the whole.

no.	SMILES	Insulin prom inh	SDO1 yeast rescue	SDO1 yeast rescue Rescue 24 h
1	O=C1C2CCCN2C(c2ccc(F)c(F)c2)N1c1cccc(Cl)c1 (configuration not stated)	.	1.3	1.8
2	CCN=C1S/C(=C\c2ccc(OC)c(OCC)c2)C(=O)N1CC	17	0.03	0.4
3	Cc1ccc(S(=O)(=O)N2CCN(C(=O)N3CCOCC3)C2C(C)C)cc1 (configuration not stated)	-121	0.45	0.1
4	O=C(CSc1ccccc1)Nc1ccccc1N1CCOCC1	0	-0.58	-0.97
5	O=C(CN(c1ccc(F)cc1)S(=O)(=O)c1ccc2c(c1)OCCO2)Nc1cccnc1	14	1.2	1.1
6	O=C(Nc1ccc(NC(=O)C2CCCN2C(=O)OCc2ccccc2)cc1)c1ccco1 (configuration not stated)	.	-0.28	-0.18
7	Cn1c(=O)[nH]c(=O)c2c1nc(NCCCO)n2CCCc1ccccc1	57	0.22	-0.41
8	O=C(CSc1ccc(Cl)cc1)NCc1ccncc1	59	.	.
9	CC(C)(C)c1cc(=O)n2c(nc3ccccc32)[nH]1	29	0.49	0.38
10	CC(=O)NCCOc1cccc(OCCNC(C)=O)c1	-144	0.46	-0.53
11	Cc1ccc(S(=O)(=O)c2ccccc2)cc1S(=O)(=O)N1CCOCC1	12	0.52	0.62
12	O=C(NNC(=O)C1[C@H]2CCCC[C@@H]12)NC1CCCCC1 (some centres not stated)	36	0.27	-0.51
13	COc1cccc(C(=O)COC(=O)c2ccc(NC(C)=O)cc2)c1	32	2.2	2.5
14	O=C(Nc1ccc2c(c1)OCCO2)C1c2ccccc2C(=O)N2CCc3ccccc3C12 (configuration not stated)	.	0.7	0.4
15	O=C(/C=C/c1ccc(Cl)c([N+](=O)[O-])c1)Nc1ccc(NC(=O)c2ccco2)cc1	31	0.62	1.2
16	Cc1cccc(NC(=O)CN(C)S(=O)(=O)c2cccc3cccnc23)c1	.	-0.9	-1.2
17	COc1ccc(-n2ncc3c(=O)n(CC(=O)N4c5ccccc5CC4C)cnc32)cc1 (configuration not stated)	-114	-0.78	-0.15
18	O=C(O)/C=C/c1ccc2ccccc2n1	12	0.87	0.7
19	O=c1cc(CSc2nnc(COc3ccc(Cl)cc3)o2)c2ccccc2[nH]1	10	-0.6	-0.09
20	COc1ccc(C(=O)NN2C(=O)C3CCC(C)(C2=O)C3(C)C)cc1 (configuration not stated)	-28	0.06	-0.73
21	O=C1c2ccccc2C(=O)N1/N=C/c1ccc(O)c(O)c1	-12	1	0.02
22	CCOC(=O)N1CCN(Cc2nc(N)nc(Nc3ccc(C)cc3)n2)CC1	-7	0.9	-0.04
23	CN(C)C(=O)CSc1nnc(-c2cnccn2)n1C	-50	0.9	0.38
24	COc1ccc(OC)c(Nc2nc(-c3sc(NC(=O)c4ccccc4)nc3C)cs2)c1	30	-0.36	-1.1
25	O=C(NCc1ccccn1)c1coc(=O)c(Br)c1	-176	0.8	1.1
26	Cc1ccccc1OC(=O)n1c(=S)oc2cc(Cl)ccc21	27	-1.3	-0.64
27	CCCc1cc(=O)n2[nH]c(-c3ccc(Br)cc3)cc2n1	-11	-0.44	-0.41
28	CCCCOc1cccc(OCC(=O)Nc2nc3ccccc3[nH]2)c1	.	-1	-0.32
29	CCC(=O)N1CCc2cc(S(=O)(=O)NCCC(=O)N3CCN(Cc4ccccc4)CC3)ccc21	-6	-0.25	-1.2
30	Cc1cccc(Cn2c(C(C)O)nc3ccccc32)c1 (configuration not stated)	43	0.26	-0.01
31	Cc1noc(/C=C/N(C)C)c1S(=O)(=O)N1CCN(c2ccccc2)CC1	.	0.74	0.73
32	Brc1ccc(OCc2nnc(SCC3CCCCC3)o2)cc1	21	0.22	0.2
33	CCCN1C2=NCCN2c2cc(C)c(C)cc21	-58	0.63	0.7
34	Cc1sccc1/C=N/NC(=O)c1cccc2ccccc12	12	-1.1	-1.6
35	Cc1ccc(NC(=S)NNC(=O)c2c([N+](=O)[O-])c(C)nn2C)cc1	57	1.1	2
36	CCCCn1c(=O)[nH]c(=O)c2c1nc(-c1ccc(-c3ccccc3Br)o1)n2CC	-33	-0.08	-0.3
37	Cc1nc(NCc2ccco2)c2c3c(sc2n1)CCC3	-41	-0.75	-0.76
38	O=C(Nc1cc(=O)c2ccccc2o1)N1CCOCC1	.	0.06	-0.5
39	Cc1cccc(N2CCN(C(=O)c3csc4ccccc34)CC2C)c1 (configuration not stated)	-47	-0.32	-0.44
40	CC/C(O)=C(/C#N)c1nnc2n1CCCCC2	-31	-0.97	-1.3
41	CCOC(=O)C1=NNC2(c3ccccc3)C(=O)N(c3cccc(Br)c3)C(=O)C12 (configuration not stated)	-52	0.36	-0.05
42	COc1ccc(NC(=O)c2cc3c(=O)n(C)c4ccccc4c3n2C)cc1OC	.	0.36	0.36
43	O=C(/C=C/c1ccc(Cl)cc1Cl)NCCSc1ccccc1	34	-1.4	-1.4
44	CCCC1=Nc2cc(C(=O)NCc3ccco3)ccc2Sc2ccccc21	-62	-0.47	0.64
45	COc1ccccc1N1CCN(C(=O)c2cc(-c3ccc(Cl)cc3)on2)CC1	-5	-0.39	0.01
46	COc1cc(/C=N/Nc2nnc3c(n2)[nH]c2ccccc23)ccc1O	.	-0.94	-0.24
47	CC1CCN(S(=O)(=O)c2ccc(F)c(C(=O)O)c2)CC1	.	0.34	-0.48
48	Cc1csc(NC(=O)CSc2nc(C(C)C)nc3c2c(=O)n(C)c(=O)n3C)n1	.	0.57	0.58
49	CCN1CCN(S(=O)(=O)c2ccc3c(c2)OCCO3)CC1	59	1.4	1.2
50	O=c1c2sccc2n(Cc2ccc(F)cc2)c(=O)n1-c1ccc(F)cc1	-11	-0.56	-0.61
51	OC(CNCc1ccccn1)c1ccccc1 (configuration not stated)	.	1.2	1.3
52	O=C(c1ccco1)N1CCN(c2c([N+](=O)[O-])nn(-c3cccc(Cl)c3)[n+]2[O-])CC1	47	.	.
53	CCOCCCNC(=O)C1CCC(CNS(=O)(=O)c2cccc3nsnc23)CC1 (configuration not stated)	.	0.15	0.35
54	Cc1ccc(CN2CCc3c(OCC(=O)Nc4cc(C)ccc4C)cccc3C2=O)cc1	16	-1.5	-1.2
55	Cc1nc2cc(-c3ccccc3)nn2c(C)c1CCC(=O)N1CCN(c2ccccc2)CC1	.	-1.4	-1.5
56	CC(=O)Nc1ccc(S(=O)(=O)Nc2cccc(-c3ccc4nncn4n3)c2)cc1	-56	.	.
57	Cc1c(NC(=S)N/N=C/c2cccc(O)c2)c(=O)n(-c2ccccc2)n1C	.	1.3	-0.53
58	Cc1cc(C)n(C(C[N+](=O)[O-])c2ccc(Cl)cc2)n1 (configuration not stated)	14	-2.2	-1.5
59	CCCCn1c(O)c(N=NC(=O)c2ccccc2NS(=O)(=O)c2cccs2)c2ccccc21	31	0.41	2
60	Cc1c(C(=O)N2CCN(c3ccccn3)CC2)sc2ncnc(N3CCN(c4ccccc4)CC3)c12	14	.	.

Following part:
no.	SMILES	Insulin prom inh	SDO1 yeast rescue	SDO1 yeast rescue Rescue 24 h
61	Cn1c(SCC(=O)Nc2nccs2)nnc1C12CC3CC(CC(C3)C1)C2	0	-0.84	-1.3
62	COc1ccc(C2CCCN2C(=O)Nc2cccc(C(C)=O)c2)cc1OC (configuration not stated)	.	0.95	0.28
63	CCCCNC(=O)c1sc(=S)n(-c2ccccc2OC)c1N	14	1.4	1.5
64	C#CCOCCOCCOCCNc1nc(N2CCOCC2)nc(N2CCN(C(=O)[C@H](C)n3cc(CCCN=C(N)N)nn3)CC2)n1	23	0.2	-0.56
65	COCCn1c(SCC(=O)Nc2ccc(Cl)cn2)nc2ccccc21	-22	-0.33	-0.35
66	NC(=O)COc1ncn(-c2ccccc2)n1	-8	0.56	-1.3
67	OCC1(CCOc2ccccc2)CCN(Cc2nc3ccc(F)cc3[nH]2)CC1	-61	.	.
68	Clc1ccc2nc(N3CCN(c4ccccc4)CC3)sc2c1	-120	2.1	2.5
69	O=C(Nc1ccc(Br)cc1Cl)c1cnccn1	12	-0.57	0.17
70	COc1cc(C2C3=C(CC(C)(C)CC3=O)N(C)C(=O)N2C)cc(OC)c1OC (configuration not stated)	35	0.91	1.5
71	O=C(CC1SC(=Nc2ccccc2)N(Cc2ccccn2)C1=O)Nc1cccc(Cl)c1 (configuration not stated)	.	-1.3	-1.3
72	CCN(CC)CCNC(=O)c1ccc2c(=O)n(CCc3ccccc3)c(=O)[nH]c2c1	.	-1.4	-1.3
73	Cc1cc2ncc(S(C)(=O)=O)c(N)n2n1	28	.	.
74	CSc1ccccc1NC(=O)CN(C)CC(=O)Nc1ccc(N2CCOCC2)cc1	31	.	.
75	C=CCOc1c(Br)cc(CNn2nnnc2N)cc1OCC	-42	1.4	1.7

Profiles from above. Screens in order: Insulin prom inh, SDO1 yeast rescue, SDO1 yeast rescue Rescue 24 h
Profile of O=C(Nc1ccc(Br)cc1Cl)c1cnccn1 = 12, -0.57, 0.17
Profile of O=C(CC1SC(=Nc2ccccc2)N(Cc2ccccn2)C1=O)Nc1cccc(Cl)c1 (configuration not stated) = ., -1.3, -1.3
Profile of Cc1cc2ncc(S(C)(=O)=O)c(N)n2n1 = 28, ., .
Profile of C#CCOCCOCCOCCNc1nc(N2CCOCC2)nc(N2CCN(C(=O)[C@H](C)n3cc(CCCN=C(N)N)nn3)CC2)n1 = 23, 0.2, -0.56
Profile of COCCn1c(SCC(=O)Nc2ccc(Cl)cn2)nc2ccccc21 = -22, -0.33, -0.35

Additional results
no.	SMILES	Insulin prom inh	SDO1 yeast rescue	SDO1 yeast rescue Rescue 24 h
76	CN1CCN(C(=O)c2ccccc2N(Cc2ccccc2)S(C)(=O)=O)CC1	33	0.85	0.99
77	CC(Nc1[nH]c(=O)n(C)c(=O)c1N=O)c1ccccc1 (configuration not stated)	0	.	.
78	O=C1Nc2c(c(=O)[nH]c(=O)n2-c2ccccc2)C(C(F)(F)F)(C(F)(F)F)N1	27	0.83	0.76
79	COc1ccc(-c2csc3nc(C)n(-n4cccc4)c(=O)c23)cc1	0	.	.
80	COc1cc(/C=C/C(=O)OCC(=O)N2CCCCCC2)ccc1OCC#N	-50	.	.
81	Cc1sc2ncnc(SCC(=O)NC3CC3)c2c1C	100*	0.17	-0.31
82	CCOc1ccccc1NC(=O)c1cc(C(=O)c2cc(Br)ccc2O)coc1=N	41	.	.
83	Cc1cccc(NC(=S)N/N=C/c2ccc(Cl)c([N+](=O)[O-])c2)c1	.	0.65	2.8
84	CN(C)S(=O)(=O)c1ccc(-c2cn3ccccc3n2)cc1	-10	-0.29	-0.85
85	CCN(CC)c1ccc(CNc2nc3ccccc3n2CCN2CCOCC2)cc1	40	.	.
86	O=C(Nc1ccc(N2CCOCC2)cc1)c1cn2ccccc2n1	-27	1.6	0.65
87	Cc1c(NC(=O)c2coc(=O)c(Br)c2)c(=O)n(-c2ccccc2)n1C	29	1.1	0.15
88	C=CCn1c(Cc2csc(N)n2)nnc1SCc1ccc(C(=O)OC)cc1	.	0.19	-0.14
89	O=C(Nc1ccccc1N1CCOCC1)c1ccc(Cl)c(S(=O)(=O)NCc2ccco2)c1	-28	.	.
90	Cc1cccc(CCNC(=O)CCS(=O)(=O)c2ccc(Br)cc2)c1	-21	.	.
91	O=C(/C=C/c1cccc([N+](=O)[O-])c1)NC(=S)Nc1cccc(NC(=O)c2ccccc2Cl)c1	10	-0.52	0.26
92	CCOC(=O)C1=C(C)OC(N)=C(C#N)C1c1cc(Cl)c(OCC(N)=O)c(OC)c1 (configuration not stated)	4	1.1	0.89
93	COc1ccc(NS(=O)(=O)c2cc(C)ccc2OC)cc1OC	-33	1.3	-0.03
94	CCCC1(C)NC(=O)c2ccccc2O1 (configuration not stated)	41	.	.
95	CCN(CC)CCCNc1nc(-c2ccccc2)nc2ccccc12	-174	0.96	1.5
96	CCOC(=O)CC1C(=O)NCCN1C(=O)c1c(F)cccc1F (configuration not stated)	17	0.84	0.03
97	CN1CC=C2C(C#N)=C(N)C(C#N)(C#N)[C@H](c3cccs3)[C@H]2C1	-108	1.2	0.37
98	S=c1[nH]nc(-c2cccnc2)n1/N=C/c1ccc(Br)s1	-107	0.24	2.5
99	Cn1c(=O)c2c(nc(Br)n2CCCc2ccccc2)n(C)c1=O	14	-0.25	0.11
100	CN(C(=S)NC1CCCCC1)C1(c2ccccc2Cl)CCCCC1=O (configuration not stated)	.	-0.51	-0.4
101	CCC(C)NC(=O)Nc1ccc(Br)cc1 (configuration not stated)	-10	.	.
102	O=C(NC1CCCC1)C1CCCN1C(=O)Nc1ccc(Cl)cc1 (configuration not stated)	.	-0.44	-1.3
103	COc1ccc(N2CCN(CCNC(=O)Nc3ccc(Cl)cc3)CC2)cc1	-3	-0.09	-0.41
104	COc1ccc(N2CCN(CCCn3c(=S)[nH]c4ncccc4c3=O)CC2)cc1	6	1.3	0.58
105	O=C(NCCc1ccc(Cl)cc1)c1ncn[nH]1	13	0.46	-0.33
106	Cc1cccc(NC(=S)NC2CCCC2)n1	29	.	.
107	COc1ccc(N2C(=O)CN=C2Nc2nc(C)cc(C)n2)cc1	-348	2.7	3.6
108	CCCCCOC(=O)C1[C@H]2C(=O)N(Cc3cccs3)C[C@]23C=C[C@H]1O3 (some centres not stated)	.	1.1	0.99
109	Cc1oc(C(=O)O)cc1COc1ccccc1Cl	10	1.3	0.15
110	COc1ccc(CCN2CN(S(=O)(=O)c3ccccc3)c3nc4ccccc4nc32)cc1OC	.	-0.6	-0.77
111	C=CCNC(=O)C1CC=CCC1C(=O)O (configuration not stated)	18	-0.13	-1.1
